# Assay outcomes as filed in PubChem.
# TcdB GH inh: TcdB glycohydrolase inhibitors, primary screen, biochemical, single point, plate reader | 350,000 compounds, 0.24% hits | Toxin B (Clostridioides difficile), P18177 | inhibition, % at 9.99 µM | TcdB glycohydrolase enzymatic assay | AID 652162, 2013; in the data active means inhibition above about 10%
# Active calls of the source: *.
# Preview:
SMILES,TcdB GH inh
COc1cccc(CNC(=O)C[C@@H]2C=C[C@@H](NC(C)=O)[C@H](CO)O2)c1,-0.8
CCCC(=O)Nc1ccc2c(c1)C(=O)N(C)C[C@H](OC)[C@H](C)CN(Cc1ccccc1)[C@@H](C)CO2,-9.8
C[C@@H]1CN([C@H](C)CO)C(=O)Cc2cc(NC(=O)Cc3cn(C)c4ccccc34)ccc2O[C@H]1CN(C)CC1CC1,-2.5
O=C(c1ccc(F)cc1)N1C[C@@H]2[C@H](c3ccccc31)[C@H](CO)N2Cc1ccc2c(c1)OCO2,-0.1
Cc1ccccc1-c1cnc2c(c1)C(=O)N([C@H](C)CO)C[C@@H](C)[C@H](CN(C)Cc1ccccc1F)O2,1.0
CC(=O)N(C)C[C@H]1Oc2cc(C#Cc3cccnc3)ccc2S(=O)(=O)N([C@H](C)CO)C[C@H]1C,-0.8

# The whole of this part, repeating the preview:
SMILES,TcdB GH inh
COc1cccc(CNC(=O)C[C@@H]2C=C[C@@H](NC(C)=O)[C@H](CO)O2)c1,-0.8
CCCC(=O)Nc1ccc2c(c1)C(=O)N(C)C[C@H](OC)[C@H](C)CN(Cc1ccccc1)[C@@H](C)CO2,-9.8
C[C@@H]1CN([C@H](C)CO)C(=O)Cc2cc(NC(=O)Cc3cn(C)c4ccccc34)ccc2O[C@H]1CN(C)CC1CC1,-2.5
O=C(c1ccc(F)cc1)N1C[C@@H]2[C@H](c3ccccc31)[C@H](CO)N2Cc1ccc2c(c1)OCO2,-0.1
Cc1ccccc1-c1cnc2c(c1)C(=O)N([C@H](C)CO)C[C@@H](C)[C@H](CN(C)Cc1ccccc1F)O2,1.0
CC(=O)N(C)C[C@H]1Oc2cc(C#Cc3cccnc3)ccc2S(=O)(=O)N([C@H](C)CO)C[C@H]1C,-0.8
CC(C)NC(=O)Nc1ccc2c(c1)CC(=O)N([C@@H](C)CO)C[C@@H](C)[C@@H](CN(C)Cc1ccc3c(c1)OCO3)O2,1.1
COc1ccc(S(=O)(=O)Nc2ccc3c(c2)C(=O)N([C@@H](C)CO)C[C@@H](C)[C@@H](CN(C)Cc2ccc(C(=O)O)cc2)OCCCC[C@@H](C)O3)cc1,-5.0
CCN(C[C@H]1[C@@H](c2ccc(-c3ccccc3F)cc2)[C@@H](CO)N1C(C)=O)C(C)=O,-0.8
Cc1ccc(S(=O)(=O)N(C)C[C@H]2OCCCC[C@H](C)Oc3ccc(NS(=O)(=O)c4c(C)noc4C)cc3C(=O)N([C@@H](C)CO)C[C@@H]2C)cc1,0.5
C[C@@H]1CN([C@@H](C)CO)S(=O)(=O)c2ccc(Br)cc2O[C@H]1CN(C)C(=O)c1cnccn1,-0.2
C[C@H]1CN([C@@H](C)CO)C(=O)Cc2cc(NC(=O)Cc3ccccc3)ccc2O[C@@H]1CN(C)Cc1ccccc1,0.6
CO[C@H]1CN(C)C(=O)c2ccc(NC(=O)Nc3ccc(C(F)(F)F)cc3)cc2OC[C@@H](C)NC[C@@H]1C,1.0
CC(=O)N(C)C[C@@H]1Oc2cc(C3=CCCC3)ccc2S(=O)(=O)N([C@H](C)CO)C[C@@H]1C,0.4
C[C@H]1CN([C@@H](C)CO)S(=O)(=O)c2ccc(C#CC(C)(C)O)cc2O[C@@H]1CN(C)C(=O)CC1CC1,-0.8
O=C(C[C@H]1C=C[C@H](NC(=O)c2ccccc2)[C@H](CO)O1)NCc1ccc(Oc2ccccc2)cc1,0.1
O=C(Cc1cccnc1)N1CC(=O)N2[C@H](CO)[C@@H](c3ccc(C4=CCCCC4)cc3)[C@H]2C1,0.8
C[C@@H]1CCCCO[C@H](CN(C)Cc2ccccc2)[C@H](C)CN([C@@H](C)CO)C(=O)c2cc(NC(=O)NC3CCCCC3)ccc2O1,0.1
C/C=C/c1cnc2c(c1)C(=O)N([C@H](C)CO)C[C@@H](C)[C@H](CN(C)S(=O)(=O)c1ccc(F)cc1)O2,-1.5
C[C@H]1CN([C@@H](C)CO)C(=O)c2cc(NC(=O)Nc3ccc4c(c3)OCO4)ccc2O[C@@H]1CN(C)C(=O)Nc1cccc2ccccc12,-0.6
Cc1ccc(S(=O)(=O)Nc2ccc3c(c2)C(=O)N([C@H](C)CO)C[C@@H](C)[C@@H](CN(C)S(=O)(=O)c2ccc(F)cc2)OCCCC[C@H](C)O3)cc1,-2.7
C[C@@H]1CN([C@H](C)CO)S(=O)(=O)c2ccc(C#CC(C)(C)O)cc2O[C@H]1CN(C)C(=O)C1CCC1,0.4
C[C@H](CO)N1C[C@H](C)[C@H](CN(C)C(=O)Nc2cccc3ccccc23)Oc2ccc(NC(=O)Nc3ccc(F)cc3)cc2C1=O,-0.4
COc1ccc2c3c([nH]c2c1)[C@@H](CO)N(C(=O)CC1CC1)CC31CN(C(=O)c2ccccc2)C1,1.2
C[C@@H]1CN([C@H](C)CO)S(=O)(=O)c2ccc(Br)cc2O[C@H]1CN(C)CC1CCCC1,-8.4
CO[C@@H]1CN(C)C(=O)c2ccc(NC(=O)c3cc(C)on3)cc2OC[C@@H](C)N(CC2CC2)C[C@@H]1C,0.7
C[C@H]1CN([C@@H](C)CO)C(=O)c2cc(NC(=O)Nc3ccc(F)cc3)ccc2O[C@@H]1CN(C)S(C)(=O)=O,-3.5
O=C(N[C@@H]1CC[C@@H](CCNC(=O)C2CC2)O[C@H]1CO)c1ccccn1,-1.7
COCC(=O)Nc1ccc2c(c1)[C@H]1C[C@@H](CC(=O)N[C@@H](C)c3ccccc3)O[C@@H](CO)[C@H]1O2,0.2
C[C@@H]1CN([C@H](C)CO)C(=O)c2cc(NS(=O)(=O)c3cn(C)cn3)ccc2O[C@@H](C)CCCCO[C@@H]1CN(C)S(=O)(=O)c1ccc(Cl)cc1,0.8

# Molecules shown so far that contain bromine:
SMILES,TcdB GH inh
C[C@@H]1CN([C@@H](C)CO)S(=O)(=O)c2ccc(Br)cc2O[C@H]1CN(C)C(=O)c1cnccn1,-0.2
C[C@@H]1CN([C@H](C)CO)S(=O)(=O)c2ccc(Br)cc2O[C@H]1CN(C)CC1CCCC1,-8.4

# Additional structures.
SMILES,TcdB GH inh
N#C[C@@H]1[C@H](c2ccccc2C2=CCCCC2)[C@@H](CO)N1S(=O)(=O)c1cccc(F)c1,-12
Cc1noc(C)c1NC(=O)N[C@H]1C=C[C@H](CC(=O)NCc2ccc(Cl)c(Cl)c2)O[C@H]1CO,0.2
CCC(=O)N(C)C[C@H]1Oc2cc(C#CC3CCCCC3)ccc2S(=O)(=O)N([C@@H](C)CO)C[C@@H]1C,1.2
CO[C@H]1CN(C)C(=O)c2ccc(NC(=O)Cc3ccccc3)cc2OC[C@H](C)N(CC2CC2)C[C@@H]1C,0.6
C[C@@H]1CN([C@H](C)CO)C(=O)Cc2cc(NC(=O)Cc3ccccc3)ccc2O[C@@H]1CN(C)CC1CCCCC1,-0.1
N#Cc1cccc(-c2ccc(C3[C@H]4CNC[C@@H]3N4S(=O)(=O)c3ccc(-c4ccccc4)cc3)cc2)c1 (stereo partly specified),0.0
COc1ccc(NC(=O)N(C)C[C@H]2Oc3cc(C#CCC(C)C)ccc3S(=O)(=O)N([C@@H](C)CO)C[C@@H]2C)cc1,0.3
CN1c2ccc(Br)cc2[C@H]2[C@H](CCN2C(=O)C2CCOCC2)[C@@H]1CO,-1.5
COc1ccc(NC(=O)Nc2ccc3c(c2)C(=O)N([C@@H](C)CO)C[C@H](C)[C@H](CN(C)C(=O)Nc2ccc(OC)cc2)OCCCC[C@@H](C)O3)cc1,0.8
Cc1ccc(S(=O)(=O)NCC[C@@H]2CC[C@H](NC(=O)NC(C)C)[C@H](CO)O2)cc1,-14
C[C@@H]1CN([C@@H](C)CO)C(=O)Cc2cc(NC(=O)NC3CCCCC3)ccc2O[C@H]1CN(C)Cc1ccc(C(F)(F)F)cc1,1.1
C[C@@H]1CN([C@H](C)CO)C(=O)Cc2cc(NC(=O)Nc3ccccc3)ccc2O[C@@H]1CN(C)C(=O)Nc1cccc2ccccc12,1.1
Cc1noc(C)c1NC(=O)N(C)C[C@H]1Oc2ccc(NC(=O)c3ccncc3)cc2C(=O)N([C@@H](C)CO)C[C@@H]1C,-0.7
CO[C@@H]1CC[C@H]2CCOc3ccc(C#N)cc3C(=O)N(C)C[C@@H](C)C(=O)N(C)C[C@H]1O2,-0.8
Cc1ccc(S(=O)(=O)N(C)C[C@H]2OCCCC[C@H](C)Oc3ccc(NC(=O)NC(C)C)cc3C(=O)N([C@@H](C)CO)C[C@H]2C)cc1,-1.3
COc1ccc(S(=O)(=O)N2CCCCN3[C@H](C2)[C@H](c2ccc(C4=CCCC4)cc2)[C@@H]3CO)cc1,-0.3
O=C(C[C@H]1CC[C@@H]2[C@H](COC[C@@H](O)CN2Cc2cccc(-c3ccncc3)c2)O1)N1CCCCC1,-1.0
O=C(c1ccc(F)cc1)N1CCCCN2[C@H](CO)[C@H](c3ccc(-c4ccccc4)cc3)[C@H]2C1,0.9
COc1ccc(NC(=O)N(C)C[C@H]2OCc3ccccc3-c3c(n(C)c4ccccc34)C(=O)N([C@@H](C)CO)C[C@@H]2C)cc1,0.5
COc1ccc(NC(=O)Nc2ccc3c(c2)C(=O)N([C@@H](C)CO)C[C@H](C)[C@@H](CN(C)Cc2ccc(C(F)(F)F)cc2)O3)cc1,0.8
C[C@H]1CN([C@@H](C)CO)C(=O)Cc2cc(NS(=O)(=O)c3ccc(Cl)cc3)ccc2O[C@H]1CN(C)S(=O)(=O)c1cccs1,-0.1
Cc1noc(C)c1NC(=O)Nc1cccc2c1O[C@@H](CN(C)C(=O)NC(C)C)[C@H](C)CN([C@@H](C)CO)C2=O,1.0
CC(C)NC(=O)N1[C@H](CO)[C@@H]2c3ccccc3NC[C@@H]21,-6.5
C[C@H](O)C#Cc1cnc2c(c1)C(=O)N([C@H](C)CO)C[C@@H](C)[C@H](CN(C)C(=O)CN1CCOCC1)O2,-0.3
CCC(=O)N1C[C@@H](C)[C@H](OC)CN(C)C(=O)c2cc(NC(=O)COC)ccc2OC[C@H]1C,-0.4
COc1ccc(S(=O)(=O)N[C@@H]2CC[C@H](CC(=O)O)O[C@@H]2CO)cc1,0.4
COc1ccc(S(=O)(=O)N[C@H]2C=C[C@H](CC(=O)O)O[C@@H]2CO)cc1,-0.2
CCCC(O)C#Cc1cnc2c(c1)C(=O)N([C@H](C)CO)C[C@H](C)[C@H](CN(C)S(=O)(=O)c1ccc(OC)cc1)O2 (stereo partly specified),0.0
O=C(C[C@H]1C[C@H]2c3cc(NC(=O)c4ccc5c(c4)OCO5)ccc3O[C@H]2[C@H](CO)O1)NCCc1ccccc1,-4.1
C[C@@H]1CN([C@@H](C)CO)C(=O)CCCn2nncc2CO[C@H]1CN(C)Cc1cccc(C(=O)O)c1,-0.6
O=C(C[C@@H]1C[C@H]2c3cc(NS(=O)(=O)c4ccccc4)ccc3O[C@H]2[C@H](CO)O1)NCC1CC1,-0.2
C[C@@H]1CN([C@@H](C)CO)S(=O)(=O)c2ccc(C#CC(C)(C)O)cc2O[C@H]1CN(C)C(=O)C1CCC1,-0.8
COC(=O)C[C@@H]1C[C@@H]2c3cc(NC(=O)Cc4ccncc4)ccc3O[C@@H]2[C@H](CO)O1,1.9
COc1cccc(S(=O)(=O)N2CCCCN3[C@H](CO)[C@@H](c4ccc(-c5cncnc5)cc4)[C@@H]3C2)c1,-0.5
CO[C@@H]1CN(C)C(=O)c2ccc(NC(=O)C3CC3)cc2OC[C@@H](C)N(C(=O)CN(C)C)C[C@@H]1C,-1.2
C[C@H](CO)N1C[C@H](C)[C@@H](CN(C)S(=O)(=O)c2cn(C)cn2)OCCCC[C@H](C)Oc2ccc(NC(=O)CCC(F)(F)F)cc2C1=O,-4.6
C[C@@H]1CN([C@H](C)CO)S(=O)(=O)c2ccc(-c3ccc(C#N)cc3)cc2O[C@@H]1CN(C)CC1CC1,0.2
C[C@H]1CN([C@@H](C)CO)C(=O)c2c(c3ccccc3n2C)-c2ccccc2CO[C@@H]1CN(C)Cc1ccc2c(c1)OCCN2C,-1.3
CS(=O)(=O)N1CC2(C1)[C@@H](c1ccccc1)[C@@H](CO)N2Cc1ccccn1,-5.9
COc1ccc(CN(C)C[C@H]2Oc3ccc(NC(=O)Cc4cn(C)c5ccccc45)cc3CC(=O)N([C@@H](C)CO)C[C@H]2C)cc1,0.6
O=C(c1ccc2c(c1)OCO2)N1C[C@@H]2[C@H](c3ccccc31)[C@@H](CO)N2Cc1ccc2c(c1)OCO2,2.3
C/C=C/c1ccc2c(c1)O[C@@H](CN(C)C(=O)c1ccccn1)[C@H](C)CN([C@H](C)CO)S2(=O)=O,1.0
CC(C)CC#Cc1cnc2c(c1)C(=O)N([C@@H](C)CO)C[C@@H](C)[C@@H](CN(C)Cc1ccc3c(c1)OCO3)O2,0.0
CCCNC(=O)Nc1ccc2c(c1)C(=O)N(C)C[C@H](OC)[C@@H](C)CN(Cc1cncnc1)[C@H](C)CO2,-0.2
CC(C)C#Cc1ccc2c(c1)O[C@@H](CN(C)C(=O)Cc1ccccn1)[C@@H](C)CN([C@@H](C)CO)S2(=O)=O,-9.3
COCC(=O)N1[C@H](C(=O)NCc2ccccc2)[C@@H](CO)[C@@H]2Cn3c(cccc3=O)[C@@H]21,-0.2
CCNC(=O)Nc1ccc2c(c1)C(=O)N(C)[C@H]1CC[C@@H](CC(=O)NCc3ccc(F)cc3)O[C@H]1CO2,0.5
CN1CCCCN2[C@H](CO)[C@H](c3ccc(C#CC4(O)CCCC4)cc3)[C@H]2C1,-0.2
C[C@@H]1CCCCO[C@@H](CN(C)C(=O)c2ccncc2)[C@@H](C)CN([C@@H](C)CO)C(=O)c2cc(NC(=O)C3CCCCC3)ccc2O1,0.1
COc1ccc(CN(C)C[C@H]2OCCCC[C@H](C)Oc3ccc(NC(=O)Nc4ccc(C(F)(F)F)cc4)cc3C(=O)N([C@@H](C)CO)C[C@@H]2C)cc1,0.1

# Not all compounds are listed (hit frequency here may not be typical).
